Screens as filed in PubChem BioAssay.
NR3A LBD binder = modulates the human NR3A ligand-binding domain. 2.5% of 340,000 active. NR3A LBD differential scanning fluorimetry, Tm shift; 0% = protein alone, 100% = glycine-bound protein. Tm shift relative to glycine control, % at 25 µM;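 active = melting temperature shift of at least 10% of the positive control shift, at one fixed dose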
A3A deaminase = human APOBEC3A DNA deaminase inhibition; recombinant A3A, FAM/TAMRA ssDNA deamination fluorescence; inhibition, % at 20 µM; 0.41% of 330,000 active; AID 493011;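 active = at least 40% inhibition at 20 µM here, with at most 30% in a related deaminase screen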;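 note: plate controls were A3A with DMSO for no effect and wells lacking A3A enzyme for full effect; some results filed as inactive read as strong as hits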
Target sequence (P31941 whole entry, looked up): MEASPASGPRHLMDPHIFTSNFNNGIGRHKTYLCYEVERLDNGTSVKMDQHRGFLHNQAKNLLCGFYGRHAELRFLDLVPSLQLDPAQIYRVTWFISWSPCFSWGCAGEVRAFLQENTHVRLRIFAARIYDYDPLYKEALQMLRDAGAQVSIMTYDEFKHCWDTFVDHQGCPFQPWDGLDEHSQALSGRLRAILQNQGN
MIN6 prolif = inducers of beta-cell replication in MIN6 cells; MIN6 cells proliferation, ATPlite luminescence, 48 h; cells starved in 0.2% serum; 100% = growth in 10% serum; AID 2380; 0.29% of 330,000 active; proliferation, % at 10 µM;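 active = compounds whose signal lies at least 3.5 SD above the mean of all wells on their plate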;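 note: 0% = DMSO-treated cells in low-serum medium and 100% = 10% serum control; some compounds called inactive have numbers as strong as hits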
hIAP activ = human IAP activation; activation factor at 10 µM; 0.16% of 330,000 active; purified human IAP, CDP-Star luminescence, 30 min; active compounds read high; 1 = vehicle-only enzyme, 0 = enzyme-free background;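 active = activation factor of the enzyme at least 2-fold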; note: the source names both 10 and 20 µM as test concentration; values of inactives mirror those of a sister screen read the other way
A3G deaminase = APOBEC3G (human) deaminase inhibition; recombinant A3G, ssDNA deamination FAM/TAMRA fluorescence; Q9HC16; AID 493012; inhibition, % at 20 µM; 0.28% of 330,000 active;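 active = inhibition of at least 40% at 20 µM, with no more than 30% in the related APOBEC3A deaminase screen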;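 note: plate controls were DMSO wells with A3G for no effect and wells lacking A3G enzyme for full effect; some compounds called inactive have numbers as strong as hits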
Target sequence (Q9HC16 whole entry, looked up): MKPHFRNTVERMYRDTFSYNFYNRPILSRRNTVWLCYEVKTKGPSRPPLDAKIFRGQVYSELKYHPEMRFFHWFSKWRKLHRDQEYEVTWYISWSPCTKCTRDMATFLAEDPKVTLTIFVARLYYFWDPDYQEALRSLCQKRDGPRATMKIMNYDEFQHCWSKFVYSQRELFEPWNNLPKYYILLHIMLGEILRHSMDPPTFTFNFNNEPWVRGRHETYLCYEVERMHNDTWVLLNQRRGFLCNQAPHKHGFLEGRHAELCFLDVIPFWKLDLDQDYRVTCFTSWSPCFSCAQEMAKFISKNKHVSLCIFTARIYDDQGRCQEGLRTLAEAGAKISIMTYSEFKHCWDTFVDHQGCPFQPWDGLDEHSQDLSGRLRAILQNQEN
mIAP act = mouse IAP activation; muIAP, CDP-Star luminescence, 30 min; active compounds read high; 1 = vehicle-only enzyme signal, 0 = enzyme-free wells; activation factor at 10 µM; 0.24% of 330,000 active;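 active = activation factor of at least 2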; note: the source names both 10 and 20 µM as test concentration; values of inactives mirror those of a sister screen read the other way
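Assay system: mouse IAP enzyme; reagent: chemiluminescent substrate CDP-Star; dosing: test compounds delivered from DMSO solution; schedule: 30 min at room temperature; measured by: luminescence from enzymatic CDP-Star hydrolysis; controls: DMSO-only wells and no-enzyme negative control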
hIAP block = human IAP inhibition; P09923; purified IAP, CDP-Star luminescence, 30 min; inhibition, % at 10 µM; 0.12% of 330,000 active; AID 2544;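 active = inhibition reaching a set limit with compound at 10 µM in the primary screen, cut at about 35% in these data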;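 note: plate controls were DMSO wells with enzyme for no effect and no-enzyme buffer wells for full effect; values of inactives mirror those of a sister screen read the other way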
mIAP inh = mouse IAP inhibition; purified mouse IAP, CDP-Star luminescence, 30 min; inhibition, % at 10 µM; 0.2% of 330,000 active;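 active = inhibition of at least 40% at 10 µM in the primary screen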;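 note: plate controls were DMSO with enzyme for no effect and no enzyme wells for full effect; values of inactives mirror those of a sister screen read the other way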
MPTP block = inhibitors of mitochondrial permeability transition pore | inhibition, % at 10 µM | isolated mouse mitochondria, Ca2+ swelling absorbance, 30 min | 1.4% of 360,000 active | AID 602449;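 active = inhibition of 50% or more, scaled per plate between neutral and stimulator controls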;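 note: 0% = DMSO wells given calcium and 100% = 1 mM EGTA wells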
Active calls of the source: *; nt = not tested or not shown.

SMILES	NR3A LBD binder	A3A deaminase	MIN6 prolif	hIAP activ	A3G deaminase	mIAP act	hIAP block	mIAP inh	MPTP block
COCc1cccc(C(=O)NC(c2ccccc2)c2ccccc2)c1	-2	0	-2	0.95	-16	1	5	-4	-0.1
O=C(CSc1ccc(Cl)cc1)NC1=NN(c2ccccc2)C(=O)C1	1	-4	-6	0.97	-5	0.81	3	19	-0.4
O=C(NCc1cccnc1)c1cccc(S(=O)(=O)N2CCCC2)c1	-2	1	0	0.82	-2	0.97	18	3	-1.5
Cc1cccc(C(=O)N[C@H](C(=O)OCc2cc(=O)n3c(n2)sc2ccccc23)C(C)C)c1	-2	43*	-3	0.93	19	0.85	7	15	8.2
CCOC(=O)N1CCN(S(=O)(=O)c2ccc(OCC(=O)OC)c(C)c2)CC1	0	4	-1	1.1	0	1	-5	-1	39
CCCn1cc(CN2CCC(Cc3ccccc3)(C(=O)OCC)CC2)c(C)n1	-2	1	-3	0.86	-3	0.95	14	5	0.3
CCCCN(CCCC)c1nc(-c2ccncc2)nc2ccccc12	-1	-1	-4	0.92	-4	0.92	8	8	9.8
COc1cc(NC(=O)c2ccco2)c(C(=O)O)cc1OC	-4	-1	-1	1	-6	0.96	0	4	-1.2
CN1CCN(C(=S)NC(=O)/C=C/c2cccs2)CC1	1	1	0	0.94	8	0.92	6	8	-0.2
Cc1cc(C)nc(NS(=O)(=O)c2ccc(NC(=S)NC(=O)CC(C)C)cc2)n1	2	0	2	0.78	0	1	22	0	-0.1
O=C(O)CC1(CC(=O)Nc2ccccc2C(=O)c2ccccc2)CCCC1	0	0	-2	0.96	-6	1.1	4	-5	-0.9
COc1cccc(N(CC(=O)NCCSc2ccccn2)S(=O)(=O)c2ccccc2)c1	-2	-4	0	1	-5	1	-2	-5	0.2
CN1CCN(S(=O)(=O)c2cccc(C(=O)Nc3ccccc3N3CCCC3)c2)CC1	2	-1	-3	0.96	-8	0.99	4	1	-0.4
CCCOc1ccc(S(=O)(=O)n2cc(Br)c(=O)[nH]c2=O)cc1	-1	4	-1	1.3	8	0.95	-30	5	0.4
CC1=C(C(=O)OC(C)(C)C)C(c2cccc3ccccc23)NC(=O)N1 (centres undefined)	-3	-3	-5	1	0	1	-1	-3	-1.0
O=S(=O)(NOCc1ccc(Cl)cc1)c1ccc(Cl)cc1	-1	-1	-5	1	-7	0.99	-2	1	1.1
Cc1ccc(C2(C)NC(=O)N(CC(=O)NC(=O)NC(C)(C)C)C2=O)cc1 (centres undefined)	-2	0	-2	1.2	0	0.98	-19	2	-2.8
O=C(CSc1ncnc2sc3c(c12)CCC3)N1CCOCC1	1	14	-1	0.99	14	1	1	0	-0.1
c1ccc2[nH]cnc2c1	-2	3	-1	0.94	0	1.1	6	-10	3.8
CCN(CC(=O)Nc1ccc2c(c1)OCCO2)c1nc(-c2cccnc2)nc2ccccc12	-3	3	-1	0.97	-2	0.96	3	4	1.5
O=C(/C=C/c1ccc([N+](=O)[O-])cc1)NCc1cccnc1	0	0	0	1.1	-2	0.96	-7	4	0.2
NC(=O)c1ccc(NC(=O)COC(=O)/C=C/c2cccs2)cc1	-39	7	2	0.88	-3	0.98	12	2	2.5
O=C(O)c1cc(-c2cccs2)nc2cc3c(cc12)OCCO3	1	-3	-5	0.98	-7	0.99	2	1	-1.0
Cc1noc(COc2ccc(OCc3nc(C)no3)cc2)n1	-2	-2	-2	0.9	-4	0.99	10	1	0.2

Some entries already given with just hIAP block and mIAP inh:
mol | hIAP block | mIAP inh
CC1=C(C(=O)OC(C)(C)C)C(c2cccc3ccccc23)NC(=O)N1 (centres undefined) | -1 | -3
O=S(=O)(NOCc1ccc(Cl)cc1)c1ccc(Cl)cc1 | -2 | 1
Cc1ccc(C2(C)NC(=O)N(CC(=O)NC(=O)NC(C)(C)C)C2=O)cc1 (centres undefined) | -19 | 2
O=C(CSc1ncnc2sc3c(c12)CCC3)N1CCOCC1 | 1 | 0
c1ccc2[nH]cnc2c1 | 6 | -10

(next part)
SMILES	NR3A LBD binder	A3A deaminase	MIN6 prolif	hIAP activ	A3G deaminase	mIAP act	hIAP block	mIAP inh	MPTP block
C=CCN1CC(O)=C(c2ccccc2)C1=N	1	3	-3	1.1	-2	1.1	-5	-9	2.2
Cc1ccc(-n2ncc3c(NCc4ccco4)ncnc32)c(C)c1	0	-3	-3	1.2	-14	1.1	-19	-9	0.8
c1ccc(-c2cn3c(n2)CCc2ccc4cccnc4c2-3)cc1	0	1	-5	0.91	-8	0.84	9	16	-2.0
CCC(C(=O)NCc1ccco1)N(C(=O)CNS(=O)(=O)c1ccc(C)cc1)c1ccccc1F (centres undefined)	-3	-4	1	1.1	-12	0.92	-7	8	-2.1
CCOc1ccc(Oc2c(/C=N/NC(C)=O)c(C)nn2-c2ccccc2)cc1	-3	-4	0	0.95	-11	1.1	5	-9	-2.0
COc1ccc(CN2CCN(c3ccccc3OC)CC2)c(OC)c1	-3	-8	-2	1.2	4	0.97	-21	3	9.0
CCOC(=O)CSC(CC)C(=O)Nc1nnc(CC)s1 (centres undefined)	2	1	0	0.93	0	0.88	7	12	-0.8
O=c1c(-c2ccco2)[n+]([O-])c2ccccc2n1OCc1ccccc1F	-1	-2	4	0.88	-5	0.94	12	6	1.9
Cn1c(SCC(=O)N=Nc2c(O)[nH]c3ccccc23)nc2ccccc21	nt	2	-2	1.5	-2	0.91	-50	9	nt
CN(CCC(=O)Nc1ccc(Br)cc1)Cc1ccccc1	1	-3	-2	0.87	-3	0.98	13	2	0.7
O=C(Nc1cccc(OC(=O)c2ccco2)c1)c1ccco1	-2	-1	-1	0.91	-4	0.97	9	3	-1.4
COc1ccccc1/C=N/n1c(N)c(S(=O)(=O)c2cccs2)c2nc3ccccc3nc21	2	-3	5	1.1	-9	0.96	-9	4	3.5
c1ccc(-c2nnc(-c3ccccn3)nc2NC2CCCCC2)cc1	-3	0	-5	1.1	-3	1	-13	-3	0.1
Cc1ccc(NC(=S)N2CCCC(O)C2)cc1 (centres undefined)	0	-1	-1	1.2	-11	1	-22	0	-1.4
O=C(NCC(=O)N1CCN(S(=O)(=O)c2ccccc2F)CC1)c1ccc2ccccc2c1	0	3	1	0.91	5	1	9	-1	-2.8
Cc1ccc(OCC(=O)NCCNC(=O)c2ccco2)cc1C	-1	-1	0	1	-3	1	-2	0	-0.7
Cc1ccccc1OCC(=O)Nc1ccccc1C(=O)N1CCCCC1	-4	-8	0	0.99	-9	0.97	1	2	-0.4
CCOc1ccc(OCC)c(NC(=O)CSc2nc3c(c(=O)n(C)c(=O)n3C)n2C(C)C)c1	1	-4	2	1	-7	0.92	-1	8	1.5
CCCCCCCCCCCCCC(=O)O	-1	0	2	0.99	-10	1	1	-4	-1.7
CCCSc1nnc(NC(=O)Nc2ccc(F)cc2)s1	2	-14	-5	1.2	1	1.1	-25	-5	86*
NC(=S)N=Nc1ccc(NN=C(N)N)cc1	1	6	-3	0.98	45*	0.83	2	17	3.6
CC(=O)Nc1cc2c(cc1C(=O)c1ccccc1)OCCO2	-8	-3	-1	1.1	-5	1.2	-10	-19	2.2
Cc1nc(S(=O)(=O)Cc2ccccc2)nc2c1CCC2	0	-3	-1	0.88	-8	0.98	12	2	-0.9
Cc1nnc(SCC2=C(C(=O)O)N3C(=O)C(NC(=O)Cn4ncc(Cl)c4C)C3SC2)s1 (centres undefined)	0	17	-3	1	6	0.75	-3	25	-2.0
Cc1ccc(OCCC(=O)OCC(=O)NNC(=O)c2ccccc2)cc1	-2	0	5	1.2	-8	0.94	-19	6	-2.6
COc1cccc(CC(NC(C)=O)C(=O)NC2CCN(C(=O)c3ccc(Cl)cc3)CC2)c1 (centres undefined)	-1	4	0	1.1	3	1.1	-6	-6	0.0
COc1ccc(C=O)cc1COc1ccc(F)cc1F	1	11	-2	1.2	7	0.88	-17	12	-0.4
O=C(NCC(=O)N1CCCCCCC1)c1ccccc1Cl	-1	-4	-5	0.91	-5	0.84	10	16	0.1
CCOC(=O)C1=C(CSc2nc3ccccc3s2)NC(=O)NC1c1cccc([N+](=O)[O-])c1 (centres undefined)	-13	-2	-3	0.99	-6	1	1	-2	1.4
Cc1ccc(NC(=O)c2oc3ccc(S(=O)(=O)N4CCOCC4)cc3c2C)cc1C	-6	0	0	0.93	-3	0.95	7	5	0.9
O=C(O)c1nn2c(C(F)(F)F)cc(-c3cccs3)nc2c1Cl	-3	-1	0	1.1	-6	0.92	-5	8	-0.8
CCOc1cc2c(cc1OCC)CN(C(=O)c1cccc(S(=O)(=O)N3CCCC3)c1)CC2	0	-1	2	1	-2	0.99	0	1	-2.3
Cc1nc2ccccc2nc1N1CCC(C)CC1	3	-4	0	0.95	-6	0.95	5	5	2.9
COc1ccc(O)c(C(=O)c2cc(SCC(=O)O)c3nc4sc5c(c4c(=O)n3c2)CCCC5)c1	4	3	-6	0.71	-3	0.82	29	18	9.0
Nc1[nH]ncc1-c1ccc(Cl)cc1	-1	0	1	0.96	-7	0.97	4	3	-0.1
Cc1ccc(S(=O)(=O)N2CCCC2C(=O)Nc2nc3c(s2)CCCC3)cc1 (centres undefined)	-1	-4	0	0.76	-3	1.1	24	-6	3.1
CC(C)[C@H](NC(=O)c1cccc(S(=O)(=O)N2CCOCC2)c1)C(=O)Nc1nccs1	0	3	-3	1	-5	1.1	0	-8	1.9
CCOC(=O)CSC(CC)C(=O)Nc1nnc(C(C)C)s1 (centres undefined)	-1	-3	-4	1	-4	0.94	-3	6	0.4
CC(C)CCN1CN(S(=O)(=O)c2cccs2)c2nc3ccccc3nc21	0	-11	-1	0.94	-4	1	6	-1	0.8
CCN(Cc1ccccc1)C(=O)CSc1nc(C)cc2c1C(=O)OC2	0	4	3	1.1	4	1	-6	-3	1.2
Cc1ccc(NC(=O)NCCN2CCN(C(=O)Nc3ccc(C)cc3)CC2)cc1	-2	-5	2	0.99	-12	0.99	1	1	-1.0
O=C(c1ccco1)N1CCN(C(=O)c2ccccc2OCc2ccc(Cl)cc2)CC1	-2	-1	5	1.2	-7	0.98	-19	2	-2.6
Cc1ccc(S(=O)(=O)N2CCCCC2)cc1NC(=O)c1cc(F)c(F)c(F)c1F	-12	0	-7	1	-7	0.98	-2	2	-1.4
O=C(CCc1nc2ccccc2c(=O)[nH]1)Nc1cccc(S(=O)(=O)N2CCOCC2)c1	-2	3	2	1	-11	1	-1	-4	-1.4
O=C(/C=C/c1ccccc1Cl)N(Cc1ccccc1)C1CCS(=O)(=O)C1 (centres undefined)	-2	0	2	1	-3	1	-2	-4	3.1
COc1cc(C(=O)Nc2nnc(C(F)(F)F)s2)c([N+](=O)[O-])cc1OC	-5	0	-2	1.2	-5	1	-16	-1	1.8
CCOC(=O)N1CCN(CC(=O)Nc2ccc(OC)cc2)CC1	1	-5	-1	1.1	-3	1	-6	-4	0.3
Cc1cccc(NC(=O)c2ccc3nccnc3c2)n1	-1	-1	4	1.1	2	1.1	-8	-7	-0.4
CC(C)N(C(=O)[C@H]1C[C@H](CC(=O)NCCN2CCOCC2)C(=O)N2CCc3c([nH]c4cc(CCC(=O)N(C)C)ccc34)[C@]12C)C(C)C	5	-2	nt	nt	-1	0.99	nt	1	-1.3
CN(C(=O)c1ccncc1)c1ccccc1	11*	-5	-4	1.1	-2	1	-6	0	0.8
COc1ccc(C(=O)N(C)Cc2cnn(Cc3ccccc3)c2)cc1S(=O)(=O)N1CCOCC1	3	-1	-2	1	-6	1	-3	-1	-2.4
